From PubChem BioAssay
ABHD5-PLIN5 inh: inhibitors of human ABHD5-perilipin-5 interaction. inhibition, % at 4 µM. Split G. princeps luciferase complementation, luminescence, 4 h. 360,000 tested, 0.78% active. Q00G26+Q8WTS1. AID 602281;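 active means inhibition above the mean inhibition across every tested compound plus 3 SD, cut at about 22% in these data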;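 further: 0% = DMSO only wells and the 100% control is not disclosed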
N-glyco inh: N-linked glycosylation inhibition. D54 ERlucT glycosylation luciferase reporter, 24 h; percent of 100 nM tunicamycin response. reporter increase, % at 12.5 µM. AID 588692. 360,000 tested, 0.23% active;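 active means mean luciferase reporter signal, scaled so untreated is 0 and the glycosylation-blocking control 100, at or above a set limit in every replicate; inconclusive means mean reaches the limit but not every replicate does; inactive means mean below the limit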;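 further: luciferase carries N-glycosylation sites so blocking glycosylation raises the light; 0% = median of neutral control wells and 100% = median of 100 nM tunicamycin wells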
Vif imaging: inhibitors of HIV Vif; HEK293T cells, Vif self-association by quenched fluorescence, imaging, 24 h; inhibition, % at 7.49 µM; AID 602346; 340,000 tested, 0.35% active; in the data active means inhibition above about 50%, passing the limit was not always enough; inconclusive means no clear call, values can overlap the other calls; inactive means below about 31%; further: some results filed as inactive read as strong as hits
TLR9-MyD88 inh: TLR9-MyD88 interaction inhibition. Q9NR96+Q99836. CHO BLA complementation TLR9-MyD88, CCF4 FRET ratio. inhibition, % at 4.98 µM. 340,000 tested, 0.21% active. AID 504734;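 active means inhibition above the mean over all tested compounds plus 3 SD, cut at about 21% in these data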;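 further: 0% = DMSO only wells and 100% = clavulanate BLA inhibitor control wells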
ABCB6 inh 2: human ABCB6 transporter inhibition. Q9NP58. K562-ABCB6 porphyrin accumulation, flow cytometry, 1 h; active compounds read low. fluorescence ratio to DMSO, % at 10 µM. 360,000 tested, 0.19% active;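 active means fluorescence ratio to DMSO below 75%, the collection mean minus 3 SD; inconclusive means too few cells collected in the well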;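 further: signal is porphyrin accumulated inside mitochondria; 100% equals median channel fluorescence of DMSO control wells; lower ratio means ABCB6 inhibition with less porphyrin fluorescence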
MC4R barr agon: agonists of human melanocortin 4 receptor (MC4R) beta-arrestin | 360,000 tested, 0.98% active | activation, % at 8.9 µM | P32245 | U2OS MC4R beta-arrestin complementation, luminescence; percent of melanotan II response, DMSO zero;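 active means activation above a per-plate cutoff, the mean activation of sample wells on that plate plus 3 SD, cut at about 8% in these data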
MC4R antagonist: blocks human MC4R cAMP signaling; P32245; inhibition, % at 6.5 µM; MC4R-expressing cells, MTII-stimulated cAMP, LANCE TR-FRET; 360,000 tested, 0.48% active;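 active means inhibition above its plate's cutoff, the mean of tested wells on that plate plus 3 SD, cut at about 29% in these data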;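 further: 0% = Melanotan II alone and 100% = Melanotan II plus saturating MCL0020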
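system = U2OS cells with stable human MC4R expression | also added = Melanotan II challenge after compound preincubation | dosing = one concentration, 6.5 µM nominal | incubation = compound 30 min, challenge 1 h, detection 1 h | measured by = TR-FRET with Eu-cAMP and labeled anti-cAMP, 671 nm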
NOD2 RIPK2 PPI: inhibitors of human NOD2-RIPK2 interaction; O43353; CHO BLA complementation NOD2-RIPK2, CCF4 ratio; inhibition, % at 4.98 µM; 360,000 tested, 0.38% active; in the data active means inhibition above about 21%;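 further: 0% = vehicle only and 100% = reference blocker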
Exocytosis inh: lytic granule exocytosis inhibition; inhibition, % at 10 µM; TALL-104 LAMP-1 surface exposure, flow cytometry; cells stimulated with thapsigargin and PMA; 360,000 tested, 0.66% active;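 active means inhibition above about 55%, limit read from the data; inconclusive means no clear call, values can overlap the other calls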
aDG glyco up: alpha-DG glycosylation activation; Pro5-aDG cells, alpha-DG glycosylation AlphaScreen (IIH6); 0% Pro5, 100% B10-LARGE cell signal; activation, % at 10 µM; 360,000 tested, 0.22% active; AID 624168;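 active means activation of at least 8% versus controls, or a plate z-score of at least 8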;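 further: Pro5 are CHO cells carrying HIG-tagged alpha-DG that lacks glycosylation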
* = called active by the depositor; ? = inconclusive; . = not tested or not shown. An excerpt; the hit share may differ from the screen's.

SMILES	ABHD5-PLIN5 inh	N-glyco inh	Vif imaging	TLR9-MyD88 inh	ABCB6 inh 2	MC4R barr agon	MC4R antagonist	NOD2 RIPK2 PPI	Exocytosis inh	aDG glyco up
N#C/C(=C\c1ccc2c(c1)OCCO2)C(=O)Nc1nccs1	-8	1	7	-1	101	-1.2	5	-7	-6	0.6
CCOC(=O)c1ccc(Nc2nc(-c3cccnc3)nc3ccccc23)cc1	7	-1	-1	3	92	57*	11	-1	10	-0.6
Cc1ccc(NC(=O)Cn2cnc3c(=O)n(C)c(=O)n(C)c32)c(C)c1	2	1	0	5	102	-1.1	5	-3	-1	0.9
Cc1ccc(Cl)cc1-c1cc(C(=O)NCC2CCCCC2)[nH]n1	-2	-2	-24	.	98	2.7	9	-6	-5	0.0
O=C(Nc1cccc(S(=O)(=O)N2CCOCC2)c1)C1CC1	2	1	11	-9	97	-0.8	18	-2	-6	-0.1
CCOc1ccc(C(=O)N2CCCC(c3nc(-c4cccs4)no3)C2)cc1 (stereo not given)	-10	-4	-6	-1	95	-2.5	1	-11	-8	0.0
O=C(COC(=O)CN1C(=O)c2ccccc2C1=O)Nc1ccccc1[N+](=O)[O-]	-1	3	-5	3	97	-1.4	12	-4	-1	0.1
CC(=O)NCCc1ccc(S(=O)(=O)N2CCN(c3nc(-c4ccccc4)c(C)s3)CC2)cc1	9	-1	-3	-9	98	-0.8	19	0	6	0.2
Cc1ccc([N+](=O)[O-])cc1-c1ccc2cccc(C)c2n1	4	-1	-2	5	95	2.2	5	-2	1	-0.3
O=c1cc(-c2ccccc2)c2cc3c(cc2[nH]1)OCCO3	-1	-3	-11	-17	100	-1.7	8	-4	-5	0.2
O=C(COC(=O)c1ccc(S(=O)(=O)N2CCCC2)cc1)NCCc1ccc(F)cc1	3	0	?	0	97	0.5	15	-4	-2	-0.3
CC1(C)CC(=O)C([N+](=O)[O-])=C(NCCCC(=O)O)C1	2	1	6	4	104	-1.5	6	-1	11	-0.2
COc1ccc(OC)c(CCNC(=O)CCc2nnc3ccc(N4CCCCC4)nn23)c1	-5	-1	-4	-2	102	1.1	2	-12	1	-0.1
O=C(Cc1cccs1)N(c1ccc(F)cc1)C1(C(=O)NC2CCCCC2)CCCC1	-4	-2	3	8	81	-1.2	5	-4	5	0.5
O=S(=O)(Cc1ccc(Cl)cc1)N1CCN(Cc2ccccc2)CC1	2	1	8	-4	97	0.4	9	12	1	0.0
Cc1ccc(C)c(OCC(=O)OCC(=O)Nc2c(C)nn(-c3ccccc3)c2C)c1	-1	0	-5	1	102	-1.4	13	4	2	-0.2
COc1cc(F)ccc1-c1cc(C(=O)Nc2ccc(NC(C)=O)cc2)[nH]n1	-10	-1	4	.	97	0.8	-3	1	-4	0.1
CCOC(=O)N1CCN(C(=O)C2CCN(c3ncnc4c3sc3cccc(F)c34)CC2)CC1	7	-1	-31	-7	85	0.1	-1	-5	6	5.2
COCCNC(=O)c1c(CS(=O)(=O)c2ccccc2)noc1C(=O)NCc1ccccc1	5	1	1	0	98	-0.6	12	-6	1	0.2
Cc1ccc(NC(=O)CSc2nnc([C@@H]3CCCN3C(=O)OC(C)(C)C)o2)c(C)c1	-1	2	-3	-3	92	2.0	8	-4	9	0.2
CCOc1ccc(NC(=O)C2C3C=CC4(CN(C(C(=O)OC)C(C)C)C(=O)C24)O3)cc1 (stereo not given)	0	-3	-2	-5	103	-1.0	0	-1	-3	0.0
O=C(CCc1ccccc1)Nc1ccc2ccccc2n1	-6	-5	1	10	99	-0.8	-3	-5	-2	0.0
CC1=C(C(=O)N(C(C)C)C(C)C)CC(CC(=O)NCCc2ccccn2)C(=O)N1CCCN1CCCC1=O (stereo not given)	-2	-1	.	.	94	.	.	-10	-8	-0.5
CCn1c(CC(=O)Nc2ccc(C)c(Cl)c2)nnc1SCCOc1ccc(OC)cc1	-4	-1	.	1	95	11*	-5	-10	3	0.0
COc1ccc(CCNC(=O)CN(c2cc([N+](=O)[O-])ccc2OC)S(C)(=O)=O)cc1OC	-1	1	-3	2	96	0.1	1	-2	0	-0.1
Going on with the list:
SMILES	ABHD5-PLIN5 inh	N-glyco inh	Vif imaging	TLR9-MyD88 inh	ABCB6 inh 2	MC4R barr agon	MC4R antagonist	NOD2 RIPK2 PPI	Exocytosis inh	aDG glyco up
CCOC(=O)c1sc2nc(CC(=O)OC)nc(NCc3ccco3)c2c1C	13	-1	-3	-7	104	-1.3	5	2	0	0.4
O=C(Nc1ccc(NC(=S)NC(=O)c2cccs2)cc1)c1ccco1	7	-5	-2	-5	94	6.7	12	2	-1	-0.1
Cc1ccc(NC(=S)/N=C(\N)Nc2nc(C)c3ccccc3n2)cc1C	-22	1	1	3	101	-2.9	-7	-9	0	0.0
CC(=O)c1ccc(N2CCN(S(=O)(=O)c3ccc4ccccc4c3)CC2)cc1	-9	-3	-2	-8	105	0.5	7	-1	11	0.6
O=C1CC(=O)Nc2cc(S(=O)(=O)Nc3ccc(F)cc3Cl)ccc2N1	4	1	10	5	99	-0.9	2	-1	1	-0.2
O=C(COc1ccc(CNC[C@H]2O[C@@H](n3ccc(=O)[nH]c3=O)[C@H](O)[C@@H]2O)cc1)Nc1ccccn1	-4	-1	2	.	97	.	.	-2	7	-0.2
CCCOc1cccc(C(=O)Nc2cccc3ncccc23)c1	2	-1	3	-4	101	0.7	1	-4	-8	0.0
Cc1ccc(S(=O)(=O)CCc2nc3ccccc3[nH]2)cc1	5	-3	-4	4	93	-1.6	11	4	-3	0.4
CCOc1ccc(NC(=O)CSc2nnc(C3CC3)n2C)cc1S(=O)(=O)N1CCCCC1	-2	-2	2	-9	97	-1.2	9	10	0	0.2
CCC(C)n1cnc2c(=O)oc3ccccc3c21 (stereo not given)	-12	3	4	-6	103	5.3	0	-19	-1	0.3
COc1ccc(C(=O)NNC(=O)Cn2nnc(-c3ccc(OC)c(OC)c3)n2)cc1	4	0	25	-1	96	-0.9	2	-14	-2	0.2
CC(C)C(C)N(Cc1cccc(C(=O)O)c1)C(=O)c1ccc2ccccc2n1 (stereo not given)	2	2	-8	.	90	0.7	1	-1	8	-0.2
COc1ccc(-c2cc(C(F)(F)F)n3nc(C)cc3n2)cc1	5	-1	6	6	100	0.5	2	-6	-1	0.2
CC(c1ccccc1)N1CC(C(=O)N2CCN(c3ccc(F)cc3)CC2)CC1=O (stereo not given)	-3	1	-2	-3	105	-0.6	2	-5	4	0.1
CC(C)(C)c1ccc(C(=O)Nc2cccnc2)cc1	-6	-10	-2	3	110	-1.1	-4	6	-11	-0.1
N#C/C(C(=O)NCc1ccccc1)=C1\SC(CCO)C(=O)N1c1ccccc1 (stereo not given)	1	-1	-1	3	110	-0.3	1	-10	3	-0.3
CS(=O)(=O)N(CC(=O)N1CCN(c2ccc(F)cc2)CC1)C1CCCCC1	-5	4	6	11	94	-0.4	-1	-63	0	-0.1
COc1ccc(-c2nc(CS(=O)CC(=O)NCc3ccccc3)c(C)o2)cc1OC (stereo not given)	-1	1	7	3	100	0.6	20	1	-1	-0.1
OC(CNCC1(N2CCCCC2)CCCCC1)COc1ccc(Cl)cc1Cl (stereo not given)	16	-3	7	1	88	0.6	-6	-9	2	0.0
O=C(NNc1c2ccccc2nc2ccccc12)c1ccc(O)cc1O	20	6	-21	-9	103	1.3	0	-11	2	-0.1
FC(F)(F)c1cc(C(F)(F)F)c2ccc(N3CCN(c4ccccc4)CC3)nc2n1	2	-4	0	-2	96	1.6	4	0	-4	1.8
CC(=O)Nc1cccc(N2C(=O)CCC2=O)c1	-6	0	5	-14	99	0.5	18	0	1	-0.3
CCN1CCN(c2cc(C(C)C)nc3c(-c4ccccc4)c(C)nn23)CC1	4	-8	0	.	100	1.7	-1	-10	13	0.2
S=C(Nc1ccc(Oc2ccccc2)cc1)Nc1cccnc1	-5	1	0	-3	99	-1.5	10	-6	-18	-0.1
COC(=O)C[C@H]1C[C@H]2c3cc(NC(=O)NC4CCCC4)ccc3O[C@H]2[C@@H](CO)O1	5	1	-4	7	99	-0.7	0	-9	-2	-0.1

Single values from the entries so far.
CC(=O)c1ccc(N2CCN(S(=O)(=O)c3ccc4ccccc4c3)CC2)cc1 in ABCB6 inh 2 reads 105
O=C(NNc1c2ccccc2nc2ccccc12)c1ccc(O)cc1O in MC4R barr agon reads 1.3

Additional compounds
SMILES	ABHD5-PLIN5 inh	N-glyco inh	Vif imaging	TLR9-MyD88 inh	ABCB6 inh 2	MC4R barr agon	MC4R antagonist	NOD2 RIPK2 PPI	Exocytosis inh	aDG glyco up
COc1ccc(CN(C(=O)c2ccco2)c2ccc(C)c(C)c2)cc1	-2	11	-11	-5	101	-1.8	-2	3	0	-0.2
COc1cc(/C=N\NC(=O)C2CC3C=CC2C3)ccc1O (stereo not given)	-1	2	-3	-17	103	-2.9	3	-2	-3	-0.2
CC(=O)OCc1nc2ccccc2s1	5	-4	16	7	101	0.8	0	-2	1	0.3
CC(Sc1cccc[n+]1[O-])C(=O)NC1CCCCC1C (stereo not given)	-1	2	-2	8	97	-0.6	8	-7	-3	-0.3
OC(c1ccc(Cl)c(Cl)c1)c1ncc(-c2ccc(Cl)cc2)[nH]1 (stereo not given)	-12	-6	4	.	103	-2.9	5	11	-6	2.4
Cc1cccc(NC(=O)CSc2ncnc3c2oc2ccccc23)c1	4	2	1	4	97	7.6	-2	-7	0	0.0
OCC(O)C1OC(Nc2ccc(Cl)cc2)C(O)C1O (stereo not given)	-1	2	-3	5	115	-2.8	-6	-6	2	-0.2
Cn1c(N)c(C(=O)N2CCN(c3ccccc3)CC2)c(=O)n(C)c1=O	0	1	4	6	93	-1.2	3	-2	-5	0.0
COc1ccccc1CNC(=O)c1cc(C(C)C)nc2ccccc12	-3	1	-1	-4	102	2.0	25	-3	1	-0.1
Cc1cc(/C=C(\C#N)C(=O)NC2CC2)c(C)[nH]1	-1	2	-1	-3	104	1.2	15	-2	1	0.0
COc1ccc(N2CCN(C(=O)c3ccc(SC)cc3OC)CC2)cc1	-1	-1	-4	9	100	-0.2	2	-1	-1	0.4
CCOC(=O)N1CCN(C(=O)c2ccc3nc(N4CCCCC4)sc3c2)CC1	3	0	-1	6	95	1.3	3	0	-2	0.7
O=C(Nc1cnc2ccccn2c1=O)c1ccc(Cl)cc1	0	0	.	-7	105	1.2	10	4	-2	0.3
COc1ccc(OCCNC(=O)c2cccc(Oc3ccc(C(F)(F)F)cc3[N+](=O)[O-])c2)cc1	-7	-5	0	6	95	-2.6	3	1	-1	0.0
COc1ccc(Cl)cc1N1CC(C(=O)Nc2nccs2)CC1=O (stereo not given)	-5	5	8	6	125	-1.1	-4	-12	3	-0.6
CS(=O)(=O)/C(C#N)=C/c1cccn1S(=O)(=O)c1ccc([N+](=O)[O-])cc1	-8	1	.	.	103	-0.8	27	6	5	0.2
CC(=O)Nc1ccc(CN2CCN(c3cccc(C(F)(F)F)c3)CC2)cc1	4	0	1	-8	99	-0.9	-3	-2	-3	0.3
O=C(NC1CCCCCCC1)C1CCC(CNc2c(N3CCCC3)c(=O)c2=O)CC1 (stereo not given)	0	2	4	-16	98	-0.7	-2	-3	-1	0.0
